# Assay outcomes deposited in PubChem BioAssay by NCI.
# Growth percent in the NCI-60 one-dose screen (48 h, 10 µM unless noted): 100 = growth as untreated, 0 = no growth, -100 = all killed.
# OVCAR-3 – OVCAR-3 ovarian cancer | 79,000 tested, 7% active
# NCI-H460 – NCI-H460 lung cancer | 82,000 tested, 6.8% active | AID 1794736
# NCI-H322M – NCI-H322M lung cancer | 80,000 tested, 2.7% active
# NCI/ADR-RES – NCI/ADR-RES ovarian cells | 81,000 tested, 4.4% active | AID 1794790
# NCI-H226 – NCI-H226 lung cancer; 79,000 tested, 3.5% active
# OVCAR-5 – OVCAR-5 ovarian cancer; AID 1794783; 82,000 tested, 2.9% active
# NCI-H23 – NCI-H23 lung cancer; 80,000 tested, 4% active; AID 1794731
# NCI-H522 – NCI-H522 lung cancer. 78,000 tested, 8% active
# OVCAR-8 – OVCAR-8 ovarian cancer. 81,000 tested, 4.4% active. AID 1794782
# Starred values were filed as active, the others as inactive; x = no result given; & = joins results of further samples. Rule for the calls: active = growth percent below 10; inactive = the rest.
# Start of the data: the first three records as a preview:
1) Cc1ccc2nc(-c3ccc(-c4nnc(SCc5ccccc5)o4)cc3)[nH]c2c1
2) O=c1cc(-c2ccccc2)nc2c(Cl)cc(Cl)cn12
3) CCOc1ccccc1/C=C1\SC(=S)N(CC)C1=O
entry no.	1	2	3
NCI-H460	62	99&107	110
OVCAR-5	92	99&110	96
OVCAR-3	66	97&115	95
NCI-H322M	92	92&100	103
NCI-H522	67	97&102	x
NCI-H23	77	90&92	90
NCI/ADR-RES	67	95&101	101
NCI-H226	62	99	112
OVCAR-8	87	96&107	105

# The whole of this part, from the first entry:
1) Cc1ccc2nc(-c3ccc(-c4nnc(SCc5ccccc5)o4)cc3)[nH]c2c1
2) O=c1cc(-c2ccccc2)nc2c(Cl)cc(Cl)cn12
3) CCOc1ccccc1/C=C1\SC(=S)N(CC)C1=O
4) COc1ccc(/C=C/c2c(C(=O)/C=C/c3ccc(C(F)(F)F)cc3)c(C)nc3ccccc23)cc1
5) CC(=Nc1ccccc1)C1=C(O)C(Cc2cccc(F)c2)NC1=O (centres undefined)
6) O=S(O)CNc1ccc(S(=O)(=O)c2ccc(NCS(=O)O)cc2)cc1
entry no.	1	2	3	4	5	6
NCI-H460	62	99&107	110	-59*	6.2*	106
OVCAR-5	92	99&110	96	-34*	26	x
OVCAR-3	66	97&115	95	-71*	-36*	108
NCI-H322M	92	92&100	103	6.2*	32	101
NCI-H522	67	97&102	x	-0.9*	-34*	89
NCI-H23	77	90&92	90	-23*	17	98
NCI/ADR-RES	67	95&101	101	2.0*	7.1*	100
NCI-H226	62	99	112	-38*	x	94
OVCAR-8	87	96&107	105	9.7*	1.8*	101

7) CN(C)c1ccc(C(=Cc2ccccc2)c2ccc(N(C)C)cc2)cc1
8) COc1cc2cc(Oc3ccc(NC(=O)c4ccccc4)cc3)c(C)nc2cc1OC
9) CC(=O)C1CCC2C3CCC4=CC(=O)CCC4(C)C3(C)C(=O)CC12C (centres undefined)
10) O=C(N=Nc1c(O)[nH]c2ccc(Br)cc12)c1cc(-c2ccc(Cl)cc2)nc2ccccc12
11) O=C1NC(=O)/C(=C\c2ccncc2)N1
12) O=C(Nc1cccc2ccccc12)c1ccc(/C=C/C(=O)c2ncc[nH]2)cc1
entry no.	7	8	9	10	11	12
NCI-H460	102	95	107	46	102	67
OVCAR-5	99	112	112	99	98	102
OVCAR-3	104	83	110	69	94	54
NCI-H322M	97	x	98	75	107	80
NCI-H522	89	7.6*	x	72	95	67
NCI-H23	102	83	102	60	102	81
NCI/ADR-RES	104	81	103	53	103	92
NCI-H226	89	9.2*	97	57	100	97
OVCAR-8	97	23	102	58	103	83

# Single records (already shown):
# `O=C(Nc1cccc2ccccc12)c1ccc(/C=C/C(=O)c2ncc[nH]2)cc1` is entered as NCI-H460: 67; OVCAR-5: 102; OVCAR-3: 54; NCI-H322M: 80; NCI-H522: 67; NCI-H23: 81; NCI/ADR-RES: 92; NCI-H226: 97; OVCAR-8: 83
# `O=C1NC(=O)/C(=C\c2ccncc2)N1` is entered as NCI-H460: 102; OVCAR-5: 98; OVCAR-3: 94; NCI-H322M: 107; NCI-H522: 95; NCI-H23: 102; NCI/ADR-RES: 103; NCI-H226: 100; OVCAR-8: 103
# `CC(=O)C1CCC2C3CCC4=CC(=O)CCC4(C)C3(C)C(=O)CC12C` (centres undefined) is entered as NCI-H460: 107; OVCAR-5: 112; OVCAR-3: 110; NCI-H322M: 98; NCI-H522: x; NCI-H23: 102; NCI/ADR-RES: 103; NCI-H226: 97; OVCAR-8: 102

# Remaining list, next part.
13) Cc1cc(C)n(N)c(=O)c1C#N
14) COc1ccc(-c2nc(SCC(C)C)nc(NNC(N)=O)c2C#N)cc1
15) Nc1ccc(S(=O)(=O)O)c2ccc(S(=O)(=O)O)cc12
16) O=C(NC(Cc1ccccc1)C(=O)O)C(Cl)Cl (centres undefined)
17) COc1ccc(C(=O)CCC(=O)O)cc1
18) CCCCCCCCCCN1C(=O)/C(=c2\sc3n(c2=O)C2C(NN=3)N(CC)C(=O)N2CC)c2ccccc21 (centres undefined)
entry no.	13	14	15	16	17	18
NCI-H460	100	101	102	106	101	102
OVCAR-5	105	90	x	102	88	87
OVCAR-3	115	102	118	108	79	104
NCI-H322M	104	94	110	95	97	91
NCI-H522	91	85	68	x	102	86
NCI-H23	111	98	96	106	89	95
NCI/ADR-RES	106	101	x	109	84	96
NCI-H226	96	97	93	100	93	95
OVCAR-8	107	94	100	107	71	99

19) COc1ccc(C2=NN(C(C)=O)C(c3ccc(OCc4ccccc4)c(OC)c3)C2)cc1OC (centres undefined)
20) Nc1ccc([N+](=O)[O-])cc1-c1nc2ccccc2[nH]c1=O
21) c1ccc(Nc2csc(Nc3cnccn3)n2)cc1
22) c1cc2c3c(cccc3c1)-c1cnccc1-2
23) CCCCCCCCCCCC(=O)OCCNC(=O)C[n+]1ccccc1
24) CC1(c2ccccc2O)NN=C(/N=C/c2ccc(O)cc2)N1C(Cc1c[nH]c2ccccc12)C(=O)O (centres undefined)
entry no.	19	20	21	22	23	24
NCI-H460	100	97	106	104	120	82
OVCAR-5	96	116	96	103	113	108
OVCAR-3	102	117	117	115	115	81
NCI-H322M	92	89	105	126	99	86
NCI-H522	59	92	87	103	102	71
NCI-H23	102	90	96	112	107	75
NCI/ADR-RES	104	99	104	118	113	94
NCI-H226	125	95	87	115	99	83
OVCAR-8	81	99	110	106	97	83

25) O=[N+]([O-])c1ccc(-c2ccc(-c3nn4c(-c5ccccc5)nnc4s3)o2)cc1
26) COc1cc(C(=O)Nc2ccc(-c3nc4ccccc4[nH]3)cc2)cc(OC)c1OC
27) O=C(Cn1c(=O)sc2ccccc21)NNS(=O)(=O)c1ccccc1[N+](=O)[O-]
28) COc1ccc(/C=N/Nc2nc(-c3nnn(-c4ccc([N+](=O)[O-])cc4)c3C)cs2)cc1OC
29) CC/C(=C(\CC)c1ccc(OC)cc1)c1ccc(O)cc1
30) ClC(Cl)=C(Cl)c1ccccc1
entry no.	25	26	27	28	29	30
NCI-H460	97	23	108	104	94	104
OVCAR-5	106	83	100	98	108	106
OVCAR-3	x	9.3*	99	113	94	109
NCI-H322M	93	94	104	101	113	93
NCI-H522	82	25	89	85	70	x
NCI-H23	x	73	99	105	91	91
NCI/ADR-RES	90	53	103	101	99	103
NCI-H226	97	x	101	86	95	95
OVCAR-8	96	27	99	86	98	104

31) CC(C)=CCC/C(C)=C/CC/C(C)=C/CCc1cc(C)oc1C
32) Cc1c(COc2ccccc2-c2cnco2)c(C)c(COc2ccccc2-c2cnco2)c(C)c1COc1ccccc1-c1cnco1
33) CCCCC(O)Cn1ncc(C(=O)OCC)c1NC(=O)NCc1cccc(C(F)(F)F)c1 (centres undefined)
34) O=c1[nH]c2ccccc2cc1CNc1ccc(Nc2nccc(-c3ccc4ccccc4c3)n2)cc1
35) CC(C)(C)OC(=O)N1CCc2c(sc3ncnc(N/N=C/c4ccc(Br)cc4)c23)C1
36) CN(C)c1ccc(CNCCO)cc1
entry no.	31	32	33	34	35	36
NCI-H460	99	98	101	100	40	105
OVCAR-5	98	102	108	105	78	68
OVCAR-3	83	94	102	100	86	104
NCI-H322M	97	98	104	91	x	104
NCI-H522	56	78	80	84	36	44
NCI-H23	92	94	94	89	72	107
NCI/ADR-RES	92	92	90	86	35	103
NCI-H226	96	85	x	85	79	92
OVCAR-8	107	96	93	95	74	91

# Four compounds from above, arranged by formula weight, lowest first:
30) ClC(Cl)=C(Cl)c1ccccc1
31) CC(C)=CCC/C(C)=C/CC/C(C)=C/CCc1cc(C)oc1C
33) CCCCC(O)Cn1ncc(C(=O)OCC)c1NC(=O)NCc1cccc(C(F)(F)F)c1 (centres undefined)
34) O=c1[nH]c2ccccc2cc1CNc1ccc(Nc2nccc(-c3ccc4ccccc4c3)n2)cc1
entry no.	30	31	33	34
NCI-H460	104	99	101	100
OVCAR-5	106	98	108	105
OVCAR-3	109	83	102	100
NCI-H322M	93	97	104	91
NCI-H522	x	56	80	84
NCI-H23	91	92	94	89
NCI/ADR-RES	103	92	90	86
NCI-H226	95	96	x	85
OVCAR-8	104	107	93	95

# Later entries.
37) CCOC(=O)C1(C(=O)OCC)NC(=O)CC1CC(C)C (centres undefined)
38) CCCn1c(=O)c2[nH]c(-c3ccc(OCc4nc5ccc(C#N)cc5[nH]4)cc3)nc2n(CCC)c1=O
39) COc1ccc2cc(-c3nc(C)c(C(C)=O)c(-c4ccc(C)cc4)n3)ccc2c1
40) O=C(O)C(CS(=O)(=O)O)Nc1ncnc2nc[nH]c12 (centres undefined)
41) CC1=Nc2cnc(Nc3ccc(OCCN4CCCCC4)cc3)nc2Nc2ccccc21
42) Cc1ccc(Nc2ccc(O)c3c2C(=O)c2ccccc2C3=O)c(S(=O)(=O)O)c1
entry no.	37	38	39	40	41	42
NCI-H460	110	66	93	108	62	104
OVCAR-5	95	113	93	112	71	113
OVCAR-3	107	68	94	91	69	110
NCI-H322M	x	76	88	118	42	95
NCI-H522	104	71	81	107	71	89
NCI-H23	107	82	89	111	72	97
NCI/ADR-RES	102	97	93	109	70	95
NCI-H226	98	51	80	105	81	105
OVCAR-8	112	66	93	112	73	103

43) COc1ccc(C=NCCc2ccc(OC)c(OC)c2)cc1OC
44) O=C(O)/C=C\C(=O)Nc1ccc(N=Nc2ccc([N+](=O)[O-])cc2)cc1
45) COc1ccc(Cn2c(Br)c3c(c2-c2cc(OC)c(OC)c(OC)c2)CCc2sc(NC(C)=O)nc2-3)cc1
46) O=c1[nH]c2ccc(Cl)cc2cc1CSc1ccc(Nc2nccc(-c3ccc(Cl)cc3)n2)cc1
47) CCCC1=CC(=O)CCC1
48) COc1cc(C2N=C(SC)NC(C)=C2C(C)=O)ccc1O (centres undefined)
entry no.	43	44	45	46	47	48
NCI-H460	106	90	31	-28*	107	104
OVCAR-5	111	91	97	81	100	100
OVCAR-3	120	100	-14*	-63*	111	121
NCI-H322M	108	88	63	91	101	107
NCI-H522	78	64	13	33	91	x
NCI-H23	96	80	66	62	95	92
NCI/ADR-RES	98	89	27	50	97	119
NCI-H226	98	98	x	66	93	103
OVCAR-8	104	92	60	-0.4*	110	104

49) C=CC(=O)Oc1ccc(C(C)(C)c2ccc(OC(=O)C=C)c(Cl)c2)c(Cl)c1
50) Nc1ccccc1-c1cc2c(c3c1[nH]c1ccccc13)CCCCCCCC2
51) O=[N+]([O-])CC(c1ccccc1F)c1c[nH]c2ccccc12 (centres undefined)
52) CC1=CCC(OC(=O)C(C)(O)CCC(O)([C+](C)OC2(C)C=CC(O)(C(C)C)CC2)C(C)C)(C(C)C)CC1 (centres undefined)
53) COc1cc(-c2nnc(-c3cc4ccc(OCc5ccccc5)cc4nc3OC)o2)cc(OC)c1OC
54) O=C(C1CCCCC1)N1CC(=O)N2CCc3ccccc3C2C1 (centres undefined)
entry no.	49	50	51	52	53	54
NCI-H460	101	92	95	110	114	109
OVCAR-5	113	106	96	104	76	x
OVCAR-3	92	89	78	113	98	116
NCI-H322M	112	91	96	106	100	x
NCI-H522	66	78	23	99	66	97
NCI-H23	93	82	82	95	94	102
NCI/ADR-RES	98	98	48	105	98	97
NCI-H226	93	107	82	107	94	91
OVCAR-8	93	x	78	103	94	105

55) CCn1c2ncccc2c2c3c(c4c5cccnc5n(C)c4c21)C(=O)NC3=O
56) COc1cc(NCC(=O)Nc2cc(Nc3cccc(I)c3)ncn2)c(Cl)c(OC)c1Cl
57) CC(=O)c1cc2ccc(OCC(=O)Nc3cccc(F)c3)cc2oc1=O
58) CN(C=O)c1ccc([N+](=O)[O-])cc1
59) CCOC(=O)C1=C2C=Cc3c(ccc4ccccc34)N2C(C(=O)C(C)(C)C)C1 (centres undefined)
60) COc1c(F)ccc(C(=O)Nc2ccc3nc(N)sc3c2)c1F
entry no.	55	56	57	58	59	60
NCI-H460	15	93	108	108	109	103
OVCAR-5	104	95	109	90	114	106
OVCAR-3	83	90	101	99	112	91
NCI-H322M	69	90	95	94	108	102
NCI-H522	68	63	69	70	101	85
NCI-H23	48	83	102	95	102	102
NCI/ADR-RES	64	89	108	102	109	100
NCI-H226	63	83	100	99	110	95
OVCAR-8	77	90	99	97	99	105

61) CCOC(=O)c1c2c(c(C)n1C)-c1[nH]ncc1CC2
62) O=C(CC(c1ccccc1)c1ccccc1)c1ccccc1
63) N#Cc1c(-c2ccccc2)cc(-c2ccccc2)n(CCCCC(=O)O)c1=O
64) CC(C)(C)NC(=O)Cc1ccccc1
65) Cc1ccc(NC(=O)c2c(Nc3ccccc3)nn3c(Nc4ccccc4)c(-c4nc5ccccc5s4)c(N)nc23)cc1
66) O=C(CN1CCCCC1)Nc1nc2ccc(NCc3ccc(Br)cc3)cc2s1
67) O=C(c1ccccc1)N1N=C(c2ccc(-n3ccc(C(F)(F)F)n3)cc2)CC1c1ccc[nH]1 (centres undefined)
68) COC(=O)C1(C)CCC(C)C(=O)O1 (centres undefined)
69) NCCCCn1c(Cc2ccc(Cl)c(Cl)c2)nnc1Cc1cc2ccccc2[nH]1
entry no.	61	62	63	64	65	66	67	68	69
NCI-H460	97	87&104&103	102	110&116	92	90	100	119	104
OVCAR-5	x	98&103&113	98	119&104	106	99	83	112	123
OVCAR-3	97	109&101&100	101	119&108	x	117	103	111	111
NCI-H322M	104	125&96&94	99	91&103	95	102	81	126	111
NCI-H522	88	75&114&85	x	87&94	81	71	77	92	98
NCI-H23	99	80&91&101	90	93&101	85	100	96	105	98
NCI/ADR-RES	x	84&88&94	81	105&101	96	101	90	109	97
NCI-H226	83	96&81&82	91	106&106	78	97	95	108	85
OVCAR-8	95	96&88&95	96	102&100	92	96	94	112	92
